Screening data deposited in PubChem by The Scripps Research Institute Molecular Screening Center.
pPAFAH FP inh – inhibitors of human plasma PAF acetylhydrolase (pPAFAH); inhibition, % at 3.39 µM; AID 463082; Q13093; hit rate 1.5% among 330,000; recombinant pPAFAH, FP-rhodamine probe fluorescence polarization;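 active = inhibition above the mean inhibition across the screen plus 3 SD, cut at about 25% in these data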;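 note: inhibitors block binding of the rhodamine activity-based probe so polarization drops; 0% = enzyme with DMSO and 100% = wells lacking pPAFAH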
Target sequence (Q13093 whole entry, looked up): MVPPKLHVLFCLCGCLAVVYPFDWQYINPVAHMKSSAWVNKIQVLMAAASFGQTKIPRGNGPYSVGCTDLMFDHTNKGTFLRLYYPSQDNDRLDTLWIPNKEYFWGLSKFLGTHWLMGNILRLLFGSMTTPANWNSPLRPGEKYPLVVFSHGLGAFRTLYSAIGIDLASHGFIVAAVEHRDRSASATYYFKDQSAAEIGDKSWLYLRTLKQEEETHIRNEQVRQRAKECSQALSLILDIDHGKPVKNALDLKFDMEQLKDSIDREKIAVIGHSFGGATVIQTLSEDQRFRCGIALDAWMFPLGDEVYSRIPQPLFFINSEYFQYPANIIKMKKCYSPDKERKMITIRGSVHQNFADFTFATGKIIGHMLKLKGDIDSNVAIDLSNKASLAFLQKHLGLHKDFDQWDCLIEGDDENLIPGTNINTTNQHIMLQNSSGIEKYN
PAFAH1B2 inh – PAFAH1B2 (human) inhibition | P68402 | recombinant PAFAH1B2, FP-rhodamine activity probe, fluorescence polarization | inhibition, % at 3.39 µM | hit rate 1.2% among 340,000 | AID 492953;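 active = inhibition above the mean of all tested compounds plus 3 SD, cut at about 24% in these data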;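 note: 0% = enzyme with DMSO and 100% = wells lacking PAFAH1B2; many of its hits are not listed in these tables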
Fam108B counter – counter-screen for RBBP9 inhibitors: inhibitors of mouse Fam108B; recombinant Fam108B, FP-Rh probe fluorescence polarization; inhibition, % at 9.51 µM; hit rate 0.33% among 300,000; AID 1947;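 active = inhibition above the screen mean inhibition plus 3 SD, computed separately per campaign, cut at about 18% in these data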;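 note: inhibitors lower polarization as less probe binds the enzyme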
LYPLA1 inh – LYPLA1 (human) inhibition in PME1 counter-screen; recombinant LYPLA1, FP-Rh probe fluorescence polarization; inhibition, % at 5.9 µM; hit rate 0.16% among 320,000; AID 2174;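 active = inhibition above the mean of all tested compounds plus 3 SD, set per campaign, cut at about 14% in these data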;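 note: inhibitors block serine hydrolase probe labeling of LYPLA1 so polarization falls; 0% = enzyme with DMSO and 100% = wells lacking LYPLA1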
PAFAH1B3 inh – blocks human PAF acetylhydrolase 1B catalytic subunit 3 | Q15102 | recombinant PAFAH1B3, FP-rhodamine probe, fluorescence polarization | inhibition, % at 3.39 µM | hit rate 0.28% among 340,000;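 active = inhibition above the screen-wide average of all tested compounds plus 3 SD, cut at about 25% in these data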;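 note: 0% = enzyme with DMSO only and 100% = wells lacking PAFAH1B3 protein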
Target sequence (Q15102 whole entry, looked up): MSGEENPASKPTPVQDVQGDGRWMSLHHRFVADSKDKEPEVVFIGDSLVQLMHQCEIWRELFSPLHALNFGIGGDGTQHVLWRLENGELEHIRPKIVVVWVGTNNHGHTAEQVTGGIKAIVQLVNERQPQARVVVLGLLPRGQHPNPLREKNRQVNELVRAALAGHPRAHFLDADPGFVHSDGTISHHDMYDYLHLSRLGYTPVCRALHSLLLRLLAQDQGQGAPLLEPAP
PAFAH2 FP inh – PAFAH2 (human) inhibition. Q99487. recombinant PAFAH2, FP-rhodamine activity probe, fluorescence polarization. inhibition, % at 3.39 µM. hit rate 0.99% among 340,000. AID 492956;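 active = inhibition above the mean over all tested compounds plus 3 SD, cut at about 30% in these data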;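 note: inhibitors block probe labeling of enzyme so polarization drops; 0% = enzyme with DMSO and 100% = wells lacking PAFAH2 protein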
PME-1 primary – blocks human protein phosphatase methylesterase 1. Q9Y570. recombinant PME-1, FP-Rh probe fluorescence polarization. inhibition, % at 5.9 µM. hit rate 0.53% among 320,000. AID 2130;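 active = inhibition above the campaign mean of all compounds plus 3 SD, cut at about 26% in these data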;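 note: competitive labeling of PME-1 active site by serine hydrolase directed probe; 0% = PME-1 with DMSO and 100% = wells lacking PME-1 enzyme; inhibitors block probe labeling so polarization falls and inhibition rises; many of its hits are not listed in these tables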
GSTO1 counter – counter-screen for RBBP9 inhibitors: inhibitors of human GSTO1. P78417. recombinant GSTO1, activity-based probe fluorescence polarization. inhibition, % at 5.96 µM. hit rate 1.1% among 300,000;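 active = inhibition above the campaign mean inhibition plus 3 SD, cut at about 35% in these data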;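 note: 0% = GSTO1-1 with DMSO and 100% = wells lacking GSTO1-1 enzyme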
Target sequence (P78417 whole entry, looked up): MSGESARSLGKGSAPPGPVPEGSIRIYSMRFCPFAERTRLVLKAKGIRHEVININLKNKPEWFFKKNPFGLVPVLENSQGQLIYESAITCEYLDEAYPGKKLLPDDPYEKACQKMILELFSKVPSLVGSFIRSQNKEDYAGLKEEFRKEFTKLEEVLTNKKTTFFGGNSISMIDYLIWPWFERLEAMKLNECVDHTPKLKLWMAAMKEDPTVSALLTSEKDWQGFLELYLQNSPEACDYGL
PAD4 FP inh – blocks human protein arginine deiminase 4 | Q9UM07 | recombinant PAD4, RCA probe fluorescence polarization | inhibition, % at 6.36 µM | hit rate 0.41% among 330,000;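 active = percent inhibition above a cutoff equal to the mean of all tested compounds plus 3 SD, cut at about 15% in these data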;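 note: 0% = PAD4 with RCA probe and DMSO and 100% = probe without PAD4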
* hit, by the source's call; · = no result given. Only part of the results is shown. The share of hits here may be higher or lower than overall.

mol | LYPLA1 inh | PAFAH1B2 inh | PAFAH1B3 inh | PAD4 FP inh | GSTO1 counter | PAFAH2 FP inh | Fam108B counter | pPAFAH FP inh | PME-1 primary
CC1(C)CC(C2N3CC4(C)CN2CC(C)(C3)C4=O)CCO1 (stereo not drawn) | -3 | 1 | 5 | 0 | 1 | 4 | 0 | -1 | -3
O=C(Nc1ccc2c(c1)OCCO2)c1cnccn1 | 3 | -1 | 14 | 0 | -7 | 6 | 1 | 1 | -5
NC1=C([N+](=O)[O-])C(c2ccccc2)C2=C(CCCC2=O)O1 (stereo not drawn) | -4 | 0 | 12 | 4 | -3 | 4 | -1 | 2 | 1
Fc1ccc(C(c2nnnn2Cc2cccs2)N2CCN(C3CCCCC3)CC2)cc1 (stereo not drawn) | 1 | 11 | 5 | -3 | 4 | 0 | 1 | -1 | 2
O=C1c2ccccc2C(Nc2ccc(F)c(Cl)c2)N1c1ccccn1 (stereo not drawn) | -3 | -7 | -2 | -4 | 1 | 0 | -3 | -6 | 1
NNC(=O)c1oc2nc(-c3ccccc3)cc(-c3ccccc3)c2c1N | -1 | 5 | 16 | -3 | 4 | 6 | 7 | 6 | 5
COc1ccccc1-c1cn(C(C)(C)C)nc1C | 7 | 0 | -2 | 1 | -1 | -1 | 3 | 5 | -1
CCC(C)(C)C1CCC2(CC1)NC(=O)N(CC(=O)N1CCN(C(=O)c3ccco3)CC1)C2=O (stereo not drawn) | -2 | 25* | 2 | 0 | · | 0 | · | 2 | -3
CCCCN(C(=O)CSc1nnc(-c2ccco2)o1)c1c(N)n(Cc2ccccc2)c(=O)[nH]c1=O | 6 | 2 | 3 | -2 | 1 | 0 | -2 | 0 | 2
COc1cc(OC)c(/C=N/NC(=O)c2ccc(Cn3nc([N+](=O)[O-])cc3C)cc2)c(OC)c1 | -1 | · | · | -1 | 9 | · | -2 | 2 | -1
CC(C)(C)OC(=O)C[C@@H]1C/C=C\C[C@H](CC(=O)N[C@H](CO)Cc2ccccc2)C(=O)N[C@@H](Cc2ccccc2)COC1=O | · | 6 | 0 | 2 | · | -8 | · | 1 | ·
CCOC(=O)c1nn(-c2ccc(C)cc2)cc1O | -2 | -1 | 2 | -1 | -8 | 5 | 2 | -4 | -4
CSc1ccc(S(=O)(=O)NC(C)c2ccccc2)cc1 (stereo not drawn) | 2 | · | · | -2 | 0 | · | 1 | 4 | 3
O=C1NCCCC1C(=O)N/N=C/c1cccc([N+](=O)[O-])c1 (stereo not drawn) | 1 | · | · | 1 | 7 | · | -8 | 5 | -2
COc1ccc(C(CNC(=O)c2oc3ccc(F)cc3c2C)N2CCCCC2)cc1 (stereo not drawn) | -6 | 6 | 8 | -5 | 6 | -4 | 0 | 4 | -9
CC(=O)Nc1ccc(-c2cc(-c3ccc(NC(C)=O)cc3)nc(-c3ccccc3)n2)cc1 | -10 | -31 | -52 | -2 | -6 | -76 | -15 | -7 | -17
c1ccc(SCc2cc(-c3ccccc3)no2)cc1 | -4 | 26* | 10 | 3 | 7 | 7 | 0 | 6 | -12
CCCC/C(O)=C1\C(=O)CC(C)(C)CC1=NCCCCCC(=O)O | 2 | -2 | 0 | 4 | 3 | -6 | -2 | 3 | -3
Cc1cc2cc(CNC(=O)c3ccc4c(c3)OCO4)ccc2[nH]1 | -6 | 5 | 4 | -15 | 0 | 4 | 3 | 7 | -4
Cc1ccc(-n2c(CSc3nc(C)cc(C)n3)nnc2SCC(=O)N2CCCC2)cc1 | 1 | 7 | 2 | -5 | -4 | 1 | 2 | 0 | -2
Cc1ccc(NC(=O)C2CCN(c3nc(C)cc(C)n3)CC2)cc1 | -2 | 8 | 5 | -3 | 1 | -4 | -2 | 0 | 2
Cc1nc(NC(=O)c2ccccc2)sc1-c1csc(Nc2cccc(F)c2)n1 | -19 | · | · | -19 | -18 | · | 10 | 12 | 5
COc1ccc2c(c1)CCCN2C(N)=Nc1ccc(Cl)cc1 | 3 | 0 | 1 | 1 | -2 | -7 | 1 | 3 | -4
CC(C)NC(=O)c1ccc2c(c1)nnn2C | 4 | 2 | 8 | -5 | 1 | 3 | 2 | -7 | 3
COc1ccc(/C=C/C(=O)Nc2ccccc2)cc1OC | -2 | 6 | 10 | -2 | 0 | -3 | 1 | 4 | 1
COc1ccccc1N1CCN(C(=O)c2cn(-c3ccccc3)nc2-c2cccnc2)CC1 | -3 | -1 | -10 | -1 | -2 | -3 | 1 | 0 | -8
CCOC(=O)Cn1c(=O)oc2cc(S(=O)(=O)NCc3cccs3)ccc21 | -2 | 0 | 1 | 3 | 9 | 1 | 4 | 1 | 3
O=C(CSc1nc2ccccc2[nH]1)N1CCN(C(=O)c2ccco2)CC1 | -1 | 1 | 4 | 1 | 10 | 3 | -1 | -1 | -6
Brc1ccc(-c2nnc3sc(CNC4CCCC4)cn23)cc1 | 0 | 7 | 3 | 3 | -3 | 2 | -4 | 3 | -2
O=C(NCc1ccccc1)c1ccc(N2CCC3(CC2)CC(c2ccc(Cl)cc2)=NO3)c([N+](=O)[O-])c1 | -2 | -10 | -6 | -3 | -22 | -7 | -7 | -7 | -4
O=C(COC(=O)CCC(=O)c1ccc(F)cc1)NCc1ccc(Cl)cc1 | · | 2 | 2 | 0 | · | 2 | · | 15 | ·
O=C(COC(=O)/C=C/c1ccccc1[N+](=O)[O-])NC1CC1 | 3 | 7 | -4 | 3 | 6 | 36* | -4 | 20 | -5
COc1cc([N+](=O)[O-])ccc1NC(=O)Nc1ccc(C(=O)N2CCCC2)cc1 | -1 | 0 | 2 | -5 | 0 | -2 | 1 | 2 | -8
Cc1ccc(CNC(=O)c2cc(COc3c(F)cccc3F)on2)s1 | 1 | 3 | 3 | 0 | 7 | -4 | -2 | 2 | -2
Cc1c(Br)c([N+](=O)[O-])nn1CC(=O)Nc1c(C)n(C)n(-c2ccccc2)c1=O | -1 | 4 | -5 | 0 | -2 | 2 | 0 | 1 | 2
O=C(Nc1ccccc1)c1ccccc1OCc1ccc(S(=O)(=O)N2CCOCC2)cc1 | -2 | 2 | 2 | 4 | 5 | -3 | 8 | 5 | -1
CC(C)(SC(=S)N1CCCCCC1)C(=O)O | 4 | 10 | 5 | -3 | -2 | 10 | -5 | -7 | -1
O=C(/C=C/c1cccs1)c1cc(F)ccc1OC(=O)N1CCOCC1 | 0 | 3 | 1 | -2 | 0 | 9 | 2 | 14 | 5
O=C(O/N=C1/CCCc2occc21)c1ccc(F)cc1 | 1 | 6 | 5 | -3 | 2 | 15 | 0 | 10 | -2
CCc1ccc2[nH]c(=O)c(CN(CCN(CC)CC)C(=O)NC3CCCCC3)cc2c1 | -1 | 3 | 3 | -3 | 6 | -4 | -6 | 10 | -5
CC(C)c1ccc(/C=N/NC(=O)CN(c2cccc(Cl)c2Cl)S(C)(=O)=O)cc1 | -15 | 1 | 5 | 6 | 0 | -4 | -12 | 1 | -6
Cc1ncoc1C(=O)Nc1ncc([N+](=O)[O-])s1 | 5 | 2 | 8 | -4 | 19 | 9 | 1 | 10 | -3
CCOC(=O)n1c(=O)n(C)c2ccc(Cl)cc21 | -1 | 0 | 7 | -3 | 3 | 5 | 4 | 1 | -1
COc1ccc(CCN2C(=O)CCC2(C)C(=O)NCc2cccnc2)cc1OC (stereo not drawn) | 3 | 2 | -4 | 1 | -1 | -8 | 5 | 3 | 9
Cc1ccc(NC(=O)CSc2nc(=O)n(CCN3CCOCC3)c3c2CCCC3)cc1 | 0 | -1 | 6 | -1 | 8 | -1 | 2 | -2 | -2
COc1ccc(S(=O)(=O)N2CCCCC2)cc1NC(=O)[C@@H]1CCCN1C(=O)c1cccs1 | 3 | -1 | 4 | -4 | · | 8 | · | -1 | 3
COc1ccc(S(=O)(=O)NCC(c2ccc(C)cc2)N2CCN(C)CC2)cc1OC (stereo not drawn) | 3 | 0 | 8 | 0 | 0 | 1 | -1 | -7 | -3
CC(C)(C)c1ccc(C(=O)NCC(=O)N2CCC3(CC2)NCCc2[nH]cnc23)cc1 | 2 | 8 | -4 | -5 | -4 | 9 | -4 | 2 | -5
Cc1ccc(S(=O)(=O)N(C)c2ccc(C(=O)Nc3cccc(C)n3)cc2)cc1 | -2 | 2 | 1 | -1 | -2 | 9 | -1 | -2 | -3
O=C1c2ccccc2C(=O)N1OCCOCCOCCBr | -3 | -1 | 7 | 4 | 19 | 0 | -4 | 5 | -1

Carrying on:
mol | LYPLA1 inh | PAFAH1B2 inh | PAFAH1B3 inh | PAD4 FP inh | GSTO1 counter | PAFAH2 FP inh | Fam108B counter | pPAFAH FP inh | PME-1 primary
O=C(NCCCCc1ccccc1)Nc1ccc(F)cc1F | -4 | 3 | 7 | 1 | 3 | 5 | 4 | -4 | 2
COc1ccc(-c2nn(-c3ccccc3C)cc2CNCCc2cnc[nH]2)cc1F | 0 | -2 | -6 | -3 | -3 | 0 | -2 | 5 | -2
COc1cc(CCC(=O)Nc2nccs2)cc(OC)c1OC | -1 | 7 | 9 | 4 | -4 | -3 | 5 | 0 | -3
O=C(CSc1nnc(-c2ccncc2)n1-c1ccccc1)N1CCN(c2ccc(Cl)cc2)CC1 | 2 | 20 | 5 | -2 | -4 | 7 | -4 | 1 | -3
Cc1[nH]n(-c2ccccc2)c(=O)c1N=Nc1ccccc1C(=O)N1CCCCC1 | 1 | 0 | 0 | -2 | -4 | -10 | 4 | -4 | -4
CN(C)c1ccc(C(=O)C(=O)c2ccccc2)cc1 | 2 | 1 | 4 | -3 | 1 | 7 | -5 | 1 | -2
N#C/C(=C/c1ccccc1)C(=O)OCC(=O)Nc1ccccc1[N+](=O)[O-] | 3 | 10 | 3 | 1 | · | 9 | · | 5 | 5
C=CCSC1=N/C(=C/c2ccsc2)C(=O)N1c1ccccc1 | -7 | -1 | 12 | -1 | 3 | 7 | -1 | 1 | -2
Fc1ccc2c(c1)C(c1ccncc1)=NNC(c1cccnc1)=N2 | -1 | 2 | 8 | 1 | 5 | 8 | 5 | -2 | -1
O=C(NCC(c1ccco1)N1CCN(c2ccccc2)CC1)c1ccco1 (stereo not drawn) | 3 | 1 | 3 | -4 | 0 | -4 | 2 | -1 | 4
O=C(Nc1cccc(S(=O)(=O)N2CCCCC2)c1)Nc1ccc(Cl)cc1Cl | -62 | -62 | -106 | 0 | -42 | -118 | -64 | -52 | -129
O=C(Nc1ccc(-c2noc(-c3ccccc3F)n2)cc1)c1cccs1 | -1 | -6 | -1 | -3 | -9 | -18 | -12 | -2 | -7
CC1CCCC(C)N1S(=O)(=O)c1ccc(NC(=O)c2ccccc2C(=O)N2CCOCC2)cc1 (stereo not drawn) | 1 | 5 | 2 | -7 | -2 | -3 | 2 | 2 | 2
CCOc1cccc(N(C(=O)C2COc3ccccc3O2)C(C(=O)NC2CCCCC2)c2ccc(O)cc2)c1 (stereo not drawn) | -4 | -5 | -1 | 2 | 0 | -17 | -3 | 4 | -4
c1ccc2[nH]c(SCc3cscn3)nc2c1 | -4 | -7 | 2 | -3 | 8 | -2 | 0 | 2 | -6
O=C(c1cnccn1)N1CCN(c2ccccc2F)CC1 | -2 | 3 | 4 | -7 | 2 | -1 | -1 | -1 | 6
